# Screens from PubChem BioAssay.
# EPAC1 agonist = EPAC1 (human) agonism. EPAC1 agonist qHTS, biochemical assay; response scale: 100% = response to 6.5 mM cAMP. Potency, µM (highest dose often 154 µM), without a hit: at the highest dose activation, most hits filed as activators. 0.073% of 360,000 active; further: potency means the concentration at half of the fitted maximal effect; nearly all actives have a fitted effect of over 60% in size
# Target sequence (O95398 whole entry, looked up): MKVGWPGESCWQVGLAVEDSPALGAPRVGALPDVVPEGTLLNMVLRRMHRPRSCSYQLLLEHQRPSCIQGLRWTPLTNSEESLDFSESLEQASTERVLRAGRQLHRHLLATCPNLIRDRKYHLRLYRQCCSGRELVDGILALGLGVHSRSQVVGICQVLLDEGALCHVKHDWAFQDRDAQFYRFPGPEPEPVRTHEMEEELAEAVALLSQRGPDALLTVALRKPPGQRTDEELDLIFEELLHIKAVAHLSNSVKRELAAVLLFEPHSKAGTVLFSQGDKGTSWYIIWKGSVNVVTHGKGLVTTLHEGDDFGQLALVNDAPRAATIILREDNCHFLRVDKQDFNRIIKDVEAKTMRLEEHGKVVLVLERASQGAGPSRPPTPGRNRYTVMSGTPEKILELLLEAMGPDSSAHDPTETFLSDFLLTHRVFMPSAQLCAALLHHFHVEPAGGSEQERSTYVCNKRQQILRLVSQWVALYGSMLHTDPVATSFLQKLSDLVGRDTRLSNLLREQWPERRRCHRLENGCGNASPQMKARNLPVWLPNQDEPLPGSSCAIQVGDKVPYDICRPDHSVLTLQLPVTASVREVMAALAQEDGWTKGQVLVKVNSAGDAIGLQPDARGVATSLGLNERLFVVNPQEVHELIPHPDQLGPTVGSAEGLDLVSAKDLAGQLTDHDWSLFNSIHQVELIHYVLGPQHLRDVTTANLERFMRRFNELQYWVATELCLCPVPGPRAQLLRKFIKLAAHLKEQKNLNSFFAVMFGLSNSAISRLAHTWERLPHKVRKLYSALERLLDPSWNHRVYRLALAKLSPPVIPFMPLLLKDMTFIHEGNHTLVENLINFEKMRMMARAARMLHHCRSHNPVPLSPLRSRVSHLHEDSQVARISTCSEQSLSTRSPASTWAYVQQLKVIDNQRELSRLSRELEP
#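 Read-out is the fluorescence drop as BODIPY-GDP leaves Rap1B (480 nm excitation, 540 nm emission), recorded every 5 minutes over 30 minutes. Reactions held 100 nM EPAC1, 250 nM Rap1B–BODIPY-GDP and 50 uM GDP, with 6.5 mM cAMP setting full activation.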
# IL2 activator = activators of IL-2; IL-2 activation reporter assay, cell-based qHTS; stimulated with anti-CD3/CD4/CD28 beads; in transgenic mouse T cells; activation, % (series mostly up to about 46 µM); 0.065% of 360,000 active; AID 652025; in the data active means activation above about 50%; inconclusive means mostly about 30% to 49%; further: 0% is about no effect
#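 Readout is EGFP and DsRed signal by fluorescent plate cytometry after 18 h at 37 degrees C. Transgenic mouse T cells (750/well) received compound for 60 min before bead stimulation (anti-CD3, anti-CD4, anti-CD28); memory T cells served as non-tolerant control.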
# WRN inhibitor = inhibitors of human WRN helicase; Potency, µM (doses to about 114 µM), for the others: at the top dose activity change, negative = inhibition, actives largely listed as inhibitors; WRN helicase unwinding, fluorescent forked duplex, kinetic; 0.46% of 360,000 active; further: potency means the concentration at half of the fitted maximal effect; on the % scale 0 is the no-effect control and ±100 the full control effect; nearly all actives have a fitted effect of over 55% in size
#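 WRN at 20 nM final was preincubated with compound for 15 min at room temperature; reaction started with 100 nM forked duplex oligonucleotide carrying fluorophore and quencher plus 2 mM ATP (final). Unwinding followed kinetically by red fluorescence (ex 525/em 598 nm).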
# EPAC1 antagonist = antagonists of human EPAC1; Potency, µM (titrated, usually from 115 µM), inactives show at the highest dose activity change, negative = inhibition, hits mostly inhibitors; 0.14% of 360,000 active; AID 720709; EPAC1 GEF assay, Rap1b-BODIPY-GDP exchange fluorescence;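 further: potency means the concentration at half of the fitted maximal effect; plate controls were vehicle for no effect and positive control for full effect; nearly all actives have a fitted effect of over 50% in size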
# FUS yeast rescue = FUS proteinopathy suppression in yeast; S. cerevisiae FUS-expressing, growth rescue, OD600, 24 h; Potency, µM (titrated, usually from 76.6 µM), without a hit: at the top dose growth rescue (activation), most hits filed as activators; 0.24% of 390,000 active; AID 1347120;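 further: potency means the concentration at half of the fitted maximal effect; plate controls were DMSO vehicle for no effect and reference control for full effect; nearly all actives have a fitted effect of over 55% in size; some results filed as inactive show a strong effect at the top dose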
#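 Absorbance at 600 nm, taken 24hr after compound addition, measured rescue of FUS-yeast growth at 30C. Induction used 2% galactose with seeding at OD 0.005. Controls: CP55940 from 92uM final, DMSO only.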
# Abeta yeast res = A-beta toxicity reversal in yeast. yeast expressing A-beta42, growth rescue, OD600, 48 h; response scale: 0% DMSO, 100% iron-clioquinol control. Potency, µM (doses to about 46.1 µM), for the others: at the highest dose growth rescue, most hits filed as activators. 0.063% of 410,000 active. AID 1347071; further: potency means the concentration at half of the fitted maximal effect; nearly all actives have a fitted effect of over 55% in size
#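 Yeast growth medium received pinned compounds, then yeast cells expressing toxic A-beta were added; plates incubated at 30 C for 48 hr. Growth read as absorbance at 600 nm, normalized to DMSO and equimolar FeCl3 plus clioquinol controls.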
# PI5P4Ka inh = inhibitors of human PI5P4K alpha | 1.2% of 330,000 active | P48426 | max response, % | PI5P4Kalpha enzyme, ADP-Glo luminescence, 60 min; active compounds read low; active means max response of -50% or lower; inconclusive means between -30% and -50%; inactive means -30% or higher; further: value at the top dose of about 77 µM; on the % scale 0 is the no-effect control and ±100 the full control effect
#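 Enzyme plus substrate dispensed, test compounds pinned in, then ATP (5 microM final) added. After 60 min at RT, ADP-Glo reagent 1 for 45 min and reagent 2 for 30 min preceded luminescence imaging.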
# PLK1 PBD block = inhibitors of human PLK1 polo-box domain binding | P53350 | Plk1 PBD binding of FITC phosphopeptide, fluorescence polarization | Potency, µM, without a hit: max response, negative = inhibition, actives largely listed as inhibitors | 2.8% of 360,000 active | AID 720504; further: potency means the concentration at half of the fitted maximal effect; series mostly up to about 57 µM; on the % scale 0 is the no-effect control and ±100 the full control effect; nearly all actives have a fitted effect of over 65% in size
# * = called active by the depositor; ? = inconclusive; · = no result given; & = joins results of further samples; [ ] = remark or other dose. Unless noted, the call rests on the fitted dose curve; in most records, active means well fitted curve in the direction sought with a large enough effect; inconclusive means small, poorly fitted or top-dose-only effect, or another doubt; inactive means no such curve, though single readings can be large; an effect the other way counts as inactive or inconclusive.
SMILES,EPAC1 agonist,IL2 activator,WRN inhibitor,EPAC1 antagonist,FUS yeast rescue,Abeta yeast res,PI5P4Ka inh,PLK1 PBD block
O=C(NCc1cccnc1)c1cccc2c1C(=O)N(Cc1cccnc1)C2,4%,-0.1,-3%,-2%,32%,-28%,·,-7%
O=C(Nc1ccc(F)cc1)c1nc[nH]c1C(=O)O,-13%,1.1,1%,7%,-26%,-10%,?,-15%
O=C1NN(c2ccccc2)C(=O)/C1=C\c1cccn1-c1ccc(Cl)c([N+](=O)[O-])c1,1%,0.8,-11%[57.1 µM],1%,12%,-2%,-63*,?
Nc1nc(-c2ccco2)nn1C(=O)c1ccccc1Cl,3%,-6.1,-18%,-16%,34%,-22%,-8,-11%
Nc1cccnc1Sc1ccccc1,-9%,-1.0,-7%,-10%,-10%,1%,0,-2%
COc1cccc(-c2ccnc3[nH]n(-c4ccccc4)c(=O)c23)c1,13%,0.6,5%,-16%,-13%&-2%,-2%&-14%,3,-1%
COc1cccc(NC(=O)CSc2nc3ccccc3cc2Cc2ccccc2)c1,13%,-2.8,-10%,5%,-3%,18%,·,-5%
NC(=O)C1Cc2ccccc2CN1C(=O)c1cccc(Oc2ccccc2)c1 (centres undefined),9%,-2.2,-4%,-15%,3%,11%,6,2%
COC(=O)CN(c1ccc(OC)c(OC)c1)S(C)(=O)=O,-7%,0.9,-8%,-6%,-40%,1%,5,-4%
CCOc1ccc(NC(=S)N2C3CCCC2CC(NC(=O)C2CC2)C3)cc1 (centres undefined),-1%,1.0,3%,16%,11%,-11%,-1,0%

# Looked up above.
# Result for O=C(NCc1cccnc1)c1cccc2c1C(=O)N(Cc1cccnc1)C2 in WRN inhibitor: -3%
# Result for COC(=O)CN(c1ccc(OC)c(OC)c1)S(C)(=O)=O in PI5P4Ka inh: 5
# Result for Nc1nc(-c2ccco2)nn1C(=O)c1ccccc1Cl in Abeta yeast res: -22%
# Result for O=C1NN(c2ccccc2)C(=O)/C1=C\c1cccn1-c1ccc(Cl)c([N+](=O)[O-])c1 in IL2 activator: 0.8

# The listing continues:
SMILES,EPAC1 agonist,IL2 activator,WRN inhibitor,EPAC1 antagonist,FUS yeast rescue,Abeta yeast res,PI5P4Ka inh,PLK1 PBD block
COc1ccc(C2C3C(C)=NN=C3CC(C)(O)C2C(C)=O)cc1 (centres undefined),-16%,-0.4,5%,0%,·,4%,2,-1%
Clc1cccc(OCCCCCN2CCOCC2)c1,4%,-3.5,14%,0%,-17%,6%,9,-18%
COc1ccc(NC(=O)CO/N=C(\C)c2cccs2)cc1,-8%,1.9,-11%,4%,?,-1%,1,-3%
Cc1nc2cc(N3CCOCC3)c(NC(=O)C3CC3)cc2c(=O)n1Cc1ccccc1,-2%,-3.0,-8%[57.1 µM],-5%,?,-23%,-27,-5%
Cc1ccc(C(C(=O)NC2CCCCC2)N2CCN(C(=O)c3ccco3)CC2)cc1 (centres undefined),1%,0.2,0%,2%,16%,17%,·,-2%
O=C(N/N=C/c1cccc(O)c1)N/N=C/c1cccc(O)c1,3%,-4.5,-4%,2%,11%,-18%,-53*,5%
Cc1ccc2[nH]c3c(c2c1)CCCC3=O,-7%,4.6,-3%,4%,8%,21%,-1,1%
COc1ccc(C2CC(=O)C3=C(C2)Nc2ncnn2C3c2ccccc2C)cc1 (centres undefined),0%,-0.2,-1%,-24%,0%,9%,·,-10%
CCOC(=O)C1=C(CSc2nc(C)cc(C)c2C#N)OC(N)=C(C#N)C1c1ccccc1 (centres undefined),6%,0.4,-21%,-20%,30%,14%,1,?
COc1ccc(N(C(=O)CS(=O)CC(=O)Nc2ccc(F)cc2)C(C(=O)NC2CCCCC2)c2cccs2)cc1 (centres undefined),1%,3.4,-4%,7%,-4%,0%,7,-14%
CCN(CC)S(=O)(=O)c1cc(C(=O)NC2CCCCC2)ccc1C,3%,-0.9,-4%,2%,16%,17%,·,-4%
CCn1nc(C(=O)Nc2ccccc2N2CCCC2)c2ccccc2c1=O,20%,-0.3,-10%,-12%,16%,-19%,8,-2%
Cc1ccc(C(=O)OCc2nnc(-c3ccccc3)o2)s1,12%,0.7,1%,-17%,11%,4%,0,-5%
O=C(NCCc1ccccc1)C1CCCN(S(=O)(=O)c2cnc[nH]2)C1 (centres undefined),-10%,-1.3,1%,-8%,-23%,-10%,-4,-3%
Cn1c2c(c(=O)n(C)c1=O)C(c1cccc([N+](=O)[O-])c1)Nc1ccccc1O2 (centres undefined),1%,0.6,-3%,-4%,-9%,-8%,-3,-14%
COCCCNc1oc(COc2ccc(Cl)cc2Cl)nc1C#N,3%,-0.6,1%,-1%,37%,-4%,7,?
Cc1sc(NC(=O)c2cccc([N+](=O)[O-])c2)c(C(N)=O)c1-c1ccc(C(C)(C)C)cc1,0%,-1.5,7%,-1%,9%,2%,-5,-17%
S=C(NCc1cccs1)Nc1ccccc1Cl,1%,-3.2,-23%,5%,·,-3%,-6,-13%
Cc1ccc(S(=O)(=O)N/N=C/c2ccc(OC3CSC3)cc2)cc1,-5%,1.2,-13%,-7%,1%,-16%,-12,-8%
Cc1ccc2sc(N(CCCN(C)C)C(=O)c3ccc(S(=O)(=O)N4CCOCC4)cc3)nc2c1C,-20%,-0.7,1%,0%,19%,7%,5,4%

# Sorted by number of heavy atoms (falling): 3 of the compounds above
SMILES,EPAC1 agonist,IL2 activator,WRN inhibitor,EPAC1 antagonist,FUS yeast rescue,Abeta yeast res,PI5P4Ka inh,PLK1 PBD block
Cc1ccc2sc(N(CCCN(C)C)C(=O)c3ccc(S(=O)(=O)N4CCOCC4)cc3)nc2c1C,-20%,-0.7,1%,0%,19%,7%,5,4%
O=C(NCCc1ccccc1)C1CCCN(S(=O)(=O)c2cnc[nH]2)C1 (centres undefined),-10%,-1.3,1%,-8%,-23%,-10%,-4,-3%
Cc1ccc(S(=O)(=O)N/N=C/c2ccc(OC3CSC3)cc2)cc1,-5%,1.2,-13%,-7%,1%,-16%,-12,-8%

# Later entries
SMILES,EPAC1 agonist,IL2 activator,WRN inhibitor,EPAC1 antagonist,FUS yeast rescue,Abeta yeast res,PI5P4Ka inh,PLK1 PBD block
CCn1nc(C)c(/C=N/NC(=O)c2nc3nc(C)cc(C)n3n2)c1C,9%,0.0,9%,7%,-15%,-4%,-3,3%
CCOC(=O)c1c(N)sc2c1CCS(=O)(=O)C2,1%,-3.8,4%,1%,0%,-8%,-14,27µM*
Cn1cnnc1Sc1ccc(/C=C(\CCC(=O)O)c2nc3ccccc3s2)cc1[N+](=O)[O-],-8%,0.6,-27%,9%,24%,4%,-2,-3%
O=C(O)CCCC(=O)Nc1cccc2cccnc12,1%,-2.4,-1%,-6%,8%,0%,0,-17%
CSc1ncc(F)c(N(CCO)CCO)n1,-4%,-0.2,1%,-21%,·,2%,-5,-1%
COc1cc(OC)nc(C(NC(=O)C2CCN(Cc3ccc(N(C)C)cc3)CC2)c2ccc(F)cc2)n1 (centres undefined),-18%,-0.5,10%,1%,-18%,10%,-6,6%
O=C(c1noc2c1CCCC2)N1CCCCC1,6%,-1.3,7%,9%,34%,1%,·,-6%
c1cc(CN2CCN(C3CCCCCC3)CC2)ccn1,-2%,1.6,10%,-10%,1%,7%,0,-7%
NC(=O)C1=C[C@@H](c2ccc(C(F)(F)F)cc2)C[C@@H](OCc2ccc(CO)cc2)O1,-5%,-0.1,-5%,-14%,16%,-17%,-10,-9%
Cc1ccc(C(=O)N/C(=C\c2ccccc2)C(=O)NCC2CCCO2)cc1 (centres undefined),1%,-0.4,-21%,-6%,·,2%,-7,?

# The final four entries of the part above come first, to join the parts.
SMILES,EPAC1 agonist,IL2 activator,WRN inhibitor,EPAC1 antagonist,FUS yeast rescue,Abeta yeast res,PI5P4Ka inh,PLK1 PBD block
O=C(c1noc2c1CCCC2)N1CCCCC1,6%,-1.3,7%,9%,34%,1%,·,-6%
c1cc(CN2CCN(C3CCCCCC3)CC2)ccn1,-2%,1.6,10%,-10%,1%,7%,0,-7%
NC(=O)C1=C[C@@H](c2ccc(C(F)(F)F)cc2)C[C@@H](OCc2ccc(CO)cc2)O1,-5%,-0.1,-5%,-14%,16%,-17%,-10,-9%
Cc1ccc(C(=O)N/C(=C\c2ccccc2)C(=O)NCC2CCCO2)cc1 (centres undefined),1%,-0.4,-21%,-6%,·,2%,-7,?
Cc1cc(C)c(C)c(N=Nc2nc3ccccc3n2C)c1C,-6%,-3.2,2%,-27%,15%,14%,-1,?
Cc1cc(C)cc(N(CC(=O)NCC2CCCO2)S(=O)(=O)c2c(C)noc2C)c1 (centres undefined),-11%,-2.5,2%,7%,-1%,6%,0,2%
CC1CCCC(NC(=O)CSc2ncccc2C(=O)O)C1C (centres undefined),-9%,-0.1,2%,9%,-4%,4%,2,-9%
CCOC(=O)C1=C(c2ccccc2)N(C)C(=O)NC1c1ccc(OC(F)F)c(OC)c1 (centres undefined),2%,1.3,-8%,-23%,42%,26%,-3,-2%
O=C(O)c1ccccc1C(=O)NCC(O)COc1ccc(Cl)cc1 (centres undefined),-2%,2.7,2%,-2%,-2%,-1%,-4,8%
COc1ccc(NC(=S)Nc2ccc(S(=O)(=O)N3CCCCC3)cc2)cc1,-4%,3.0,12%,1%,-11%,-7%,-29,-20%
CC(C)(NO)/C(=N\O)c1ccc(Cl)cc1,-4%,-0.7,13%,0%,-23%,?,-4,-11%
Cc1cc(C)c(C)c(S(=O)(=O)N2CCN(C(=O)c3cc(=O)[nH]c4ccccc34)CC2)c1C,-15%,-1.5,-20%,-23%,42%,8%,·,-4%
Cc1ccc(C(=O)NC(C)C2CC3CCC2C3)cc1 (centres undefined),9%,-0.5,0%,-11%,12%,22%,0,2%
CCOC(=O)C1CC(c2ccccc2)=NNC1=O (centres undefined),-7%,-0.2,4%[57.1 µM],-12%,-18%,-4%,13,-6%
Cn1nc(C(=O)NCc2ccccc2)cc1C(=O)NCc1ccccc1,1%,0.0,-1%,25%,-22%,-2%,3,5%
Cc1ccc(-c2ccc(=O)n(CCC(=O)N3CCN(Cc4ccccc4)CC3)n2)cc1,8%,-0.4,4%,0%,9%,16%,1,-7%
COc1cc(C)ccc1OCC(=O)OCC(=O)c1ccc[nH]1,1%,0.3,-20%,-8%,9%,-5%,-26,0%
